Bcl-xL primary: inhibitors of human Bcl-xL; inhibition, % at 10.9 µM; AID 2129; GST-Bcl-xL / FITC-Bim BH3 peptide fluorescence polarization; actives 0.7% (n = 320,000); Q07817;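 active = inhibition above the mean of all tested compounds plus 3 SD, cutoff set per campaign, cut at about 30% in these data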;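 note: 0% = DMSO wells and 100% = unlabeled Bim-BH3 peptide competitor; inhibitors lower millipolarization by displacing the labeled peptide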
PME-1 primary: blocks human protein phosphatase methylesterase 1 | inhibition, % at 5.9 µM | Q9Y570 | actives 0.53% (n = 320,000) | recombinant PME-1, FP-Rh probe fluorescence polarization | AID 2130;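 active = inhibition above the campaign mean of all compounds plus 3 SD, cut at about 26% in these data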;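 note: competitive labeling of PME-1 active site by serine hydrolase directed probe; 0% = PME-1 with DMSO and 100% = wells lacking PME-1 enzyme; inhibitors block probe labeling so polarization falls and inhibition rises; many of its hits are not listed in these tables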
TPT1 inh: blocks Candida albicans tRNA 2'-phosphotransferase. recombinant caTPT1, FP RNA substrate dephosphorylation. inhibition, % at 5 µM. actives 0.81% (n = 300,000). AID 1962;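 active = inhibition above the mean of all tested compounds plus 3 SD, set per screening campaign, cut at about 24% in these data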;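 note: plate controls were DMSO alone for no effect and ferristatin control at 100 nM for full effect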
PAD4 FP inh: PAD4 (human) enzyme inhibition; recombinant PAD4, RCA probe fluorescence polarization; actives 0.41% (n = 330,000); inhibition, % at 6.36 µM;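 active = percent inhibition above a cutoff equal to the mean of all tested compounds plus 3 SD, cut at about 15% in these data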;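 note: 0% = PAD4 with RCA probe and DMSO and 100% = probe without PAD4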
Fam108B inh: Fam108B inhibition, counter-screen for RBBP9 inhibitors; recombinant Fam108B, FP-Rh probe fluorescence polarization; inhibition, % at 9.51 µM; actives 0.33% (n = 300,000); AID 1947;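 active = inhibition above the screen mean inhibition plus 3 SD, computed separately per campaign, cut at about 18% in these data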;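 note: inhibitors lower polarization as less probe binds the enzyme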
MEX-5 binding: C. elegans MEX-5 TCR-2 RNA binding activity; MEX-5/FITC-TCR2 RNA binding, fluorescence polarization; active compounds read low; Q9XUB2; activity score (negative = inhibition of binding), % at 10 µM; actives 0.38% (n = 300,000);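 active = inhibition past about -25% in most replicates, and total fluorescence under double the plate's negative control median, limit read from the data; inconclusive = replicates evenly split on the limit, or fluorescence at least double controls; inactive = too little inhibition in most replicates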;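 note: 0% = DMSO and -100% = 5 µM competing unlabeled TCR2 RNA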
MCL1 BIM primary: disrupts human MCL1 binding to BIM-BH3 peptide; AID 2057; inhibition, % at 10.9 µM; Q07820; GST-MCL1 / FITC-Bim-BH3 fluorescence polarization; actives 0.68% (n = 320,000);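 active = inhibition above the mean inhibition of all tested compounds plus 3 SD, set per campaign, cut at about 40% in these data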;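 note: 0% = DMSO wells and 100% = unlabeled Bim-BH3 peptide control; higher means more loss of mP so more displacement of Bim peptide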
Target sequence (Q07820 whole entry, looked up): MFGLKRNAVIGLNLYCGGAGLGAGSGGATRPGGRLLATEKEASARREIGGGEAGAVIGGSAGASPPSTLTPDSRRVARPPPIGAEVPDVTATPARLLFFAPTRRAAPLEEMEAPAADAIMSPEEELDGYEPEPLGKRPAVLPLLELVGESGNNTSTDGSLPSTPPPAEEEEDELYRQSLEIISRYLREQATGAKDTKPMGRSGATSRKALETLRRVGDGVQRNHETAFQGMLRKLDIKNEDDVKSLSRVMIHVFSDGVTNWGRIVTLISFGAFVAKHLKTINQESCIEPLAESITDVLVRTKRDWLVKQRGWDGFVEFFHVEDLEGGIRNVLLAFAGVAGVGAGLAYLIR
GSTO1 counter: GSTO1 inhibition, counter-screen for RBBP9 inhibitors; actives 1.1% (n = 300,000); AID 1974; inhibition, % at 5.96 µM; recombinant GSTO1, activity-based probe fluorescence polarization; P78417;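 active = inhibition above the campaign mean inhibition plus 3 SD, cut at about 35% in these data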;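 note: 0% = GSTO1-1 with DMSO and 100% = wells lacking GSTO1-1 enzyme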
Target sequence (P78417 whole entry, looked up): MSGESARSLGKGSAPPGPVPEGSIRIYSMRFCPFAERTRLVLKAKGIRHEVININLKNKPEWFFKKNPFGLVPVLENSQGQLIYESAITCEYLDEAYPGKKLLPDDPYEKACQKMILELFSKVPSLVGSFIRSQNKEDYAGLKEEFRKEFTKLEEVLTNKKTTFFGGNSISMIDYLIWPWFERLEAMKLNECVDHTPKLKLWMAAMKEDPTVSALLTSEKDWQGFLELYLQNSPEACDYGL
GLD-1 TGE inh: GLD-1-TGE RNA interaction inhibition (C. elegans) | purified GLD-1 + fluorescein TGE RNA, fluorescence polarization | actives 0.44% (n = 320,000) | inhibition, % at 5.96 µM;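 active = percent inhibition above a per-plate cutoff, the plate mean of test compounds plus 3 SD, cut at about 30% in these data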;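 note: 0% = DMSO wells with GLD-1 and probe and 100% = wells lacking GLD-1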
Target sequence (Q17339 whole entry, looked up): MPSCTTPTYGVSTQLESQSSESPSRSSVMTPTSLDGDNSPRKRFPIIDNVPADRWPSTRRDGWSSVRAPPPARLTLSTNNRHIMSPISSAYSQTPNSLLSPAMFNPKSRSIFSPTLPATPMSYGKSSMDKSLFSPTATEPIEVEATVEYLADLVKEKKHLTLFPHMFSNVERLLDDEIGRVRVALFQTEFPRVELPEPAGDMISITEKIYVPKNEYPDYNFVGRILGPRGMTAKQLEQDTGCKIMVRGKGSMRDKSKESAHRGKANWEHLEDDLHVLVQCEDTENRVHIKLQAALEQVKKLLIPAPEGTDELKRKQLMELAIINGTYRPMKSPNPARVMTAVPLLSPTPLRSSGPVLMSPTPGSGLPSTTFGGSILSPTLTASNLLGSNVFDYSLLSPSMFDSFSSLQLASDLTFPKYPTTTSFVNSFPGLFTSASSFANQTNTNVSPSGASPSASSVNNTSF
* hit, by the source's call; ? = inconclusive; . = no result given. Some of the compounds tested; rates above refer to the full screens.

SMILES	Bcl-xL primary	PME-1 primary	TPT1 inh	PAD4 FP inh	Fam108B inh	MEX-5 binding	MCL1 BIM primary	GSTO1 counter	GLD-1 TGE inh
CNC(=O)C12N=CNN=C1N(C)C(=O)N2C (stereo not drawn)	1	-1	-6	1	-7	1.3	-7	3	0
O=C(Nc1ccncc1)Nc1cccc(C(F)(F)F)c1	-4	-14	1	-4	-2	-0.7	3	-12	3
c1ccc2c(-c3nnc4n3CCCCC4)c[nH]c2c1	0	1	2	1	14	1.3	6	4	-5
CC(C)N1C(=S)SC2CS(=O)(=O)C=C21 (stereo not drawn)	9	0	-7	-3	2	3.1	15	-3	1
Cc1nnc(N/N=C/c2cc(C)n(-c3ccc(F)cc3)c2C)n1N	5	2	0	29*	1	-3.5	2	50*	2
CCN1CCN(C(CNS(=O)(=O)c2cccs2)c2cccnc2)CC1 (stereo not drawn)	4	4	-3	4	0	0.5	2	-2	9
Cc1ccc(OCc2cc(C(=O)N3CCc4[nH]cnc4C3c3ccccn3)no2)cc1C (stereo not drawn)	3	1	1	-7	0	.	4	4	0
COc1ccc(N=C/C=C2/C=C(c3ccccc3)OC(C)(C)O2)cc1	0	-2	8	6	4	1.8	-8	2	-3
CCOC(=O)c1[nH]ncc1CN1CCCC(C(=O)c2ccc(OC)c(OC)c2)C1 (stereo not drawn)	4	1	-1	0	0	4.7	2	12	5
CCOc1ccccc1-c1nc(-c2ccc(C)nc2OC)no1	8	3	2	-4	-3	.	-2	-8	9
COc1ccc(Oc2cnc3ccccc3n2)cc1	-31	0	66*	0	-1	1.8	-41	3	-14
COC(=O)COn1c(-n2nc(C)cc2C)nc2ccccc2c1=O	2	6	3	-2	-1	-2.4	3	-2	3
Cc1cccc(NC(=O)c2cccnc2Cl)n1	-1	6	1	-5	-5	0.7	2	-3	-7
O=C(CC1NC2CCCCC2NC1=O)Nc1ccc2c(c1)OCO2 (stereo not drawn)	1	3	-6	-1	1	0.7	1	-3	2
O=C(Cc1cccs1)Nc1cc(S(=O)(=O)N2CCCCC2)ccc1Cl	-7	15	.	-1	.	.	-8	.	3
CCC(=O)NC(=S)Nc1ccccc1C(=O)OC	2	-4	-3	-2	-4	-0.4	4	-4	2
CCOC(=O)C1(CCSC)NC(c2ccco2)C2C(=O)N(CC)C(=O)C21 (stereo not drawn)	7	-2	-2	-1	0	-0.1	6	6	3
O=C1[C@H]2[C@H](ON3CCCC[C@H]23)C(=O)N1c1ccc(Cl)cc1	7	1	-4	-2	-3	-1.0	3	6	-6
c1coc(CNC2CCCCCCC2)c1	6	2	-2	0	2	-2.5	12	1	-6
COc1ccc(CN2CCN(Cc3ccc(C)cc3)C(CCO)C2)cc1OC (stereo not drawn)	4	-2	7	1	2	-1.6	-1	13	5

Profiles, looked up by structure.
O=C(Cc1cccs1)Nc1cc(S(=O)(=O)N2CCCCC2)ccc1Cl across the screens: Bcl-xL primary = -7; PME-1 primary = 15; TPT1 inh = .; PAD4 FP inh = -1; Fam108B inh = .; MEX-5 binding = .; MCL1 BIM primary = -8; GSTO1 counter = .; GLD-1 TGE inh = 3
COc1ccc(CN2CCN(Cc3ccc(C)cc3)C(CCO)C2)cc1OC (stereo not drawn) across the screens: Bcl-xL primary = 4; PME-1 primary = -2; TPT1 inh = 7; PAD4 FP inh = 1; Fam108B inh = 2; MEX-5 binding = -1.6; MCL1 BIM primary = -1; GSTO1 counter = 13; GLD-1 TGE inh = 5

The listing continues:
SMILES	Bcl-xL primary	PME-1 primary	TPT1 inh	PAD4 FP inh	Fam108B inh	MEX-5 binding	MCL1 BIM primary	GSTO1 counter	GLD-1 TGE inh
O=C(C1CCN(S(=O)(=O)c2ccccc2)CC1)N1CCN(c2ccccc2F)CC1	1	13	.	-6	.	.	3	.	3
COc1ccc(N(CC(=O)NCCc2ccccc2)C(=O)CCC(=O)Nc2nccs2)c(OC)c1	4	-1	-1	4	1	1.9	-5	5	1
COc1ccc(CN(C)S(=O)(=O)c2nnc(NC(=O)c3cccc(F)c3)s2)cc1OC	5	-11	2	5	-3	-0.9	1	-70	-5
CCN(CC)C(=O)CSc1nnc(CNc2ccc(F)cc2)n1-c1ccccc1	3	-1	-1	-2	2	0.8	-1	12	2
Cc1ccc(S(=O)(=O)CCC(=O)Nc2nc(-c3ccccn3)cs2)cc1	6	3	.	-4	.	.	-1	.	-2
CCCNc1nc(C)cc(-c2cc(C(=O)Nc3ccccc3)on2)n1	4	1	2	0	-2	2.4	-4	1	5
O=C(CN1CCCC1)N1CCN(c2ccccc2)CC1	4	1	-6	5	-2	1.2	6	8	-1
O=C(CCN1C(=O)C2C3C=CC(C3)C2C1=O)Nc1c(F)cccc1F (stereo not drawn)	-2	1	-6	3	-2	-2.9	4	3	0
CCC(C)[C@H](NC(=O)NCc1ccc(S(N)(=O)=O)cc1)C(=O)O (stereo partly drawn)	1	-2	-2	-5	4	-0.6	0	1	-1
CCSc1nnc(NC(=O)C2CCCCC2C(=O)O)s1 (stereo not drawn)	2	0	-1	-2	-3	0.4	1	-2	8
CC1CCC(C(C)C)C(OC(=O)Cn2nnc3c(cnn3-c3ccccc3)c2=O)C1 (stereo not drawn)	3	-7	-2	-2	-1	3.2	4	13	7
O=C(Nc1nc2ccc(F)cc2s1)c1ccccn1	-3	-12	0	2	-2	-0.1	-2	25	-3
CN(C)S(=O)(=O)c1ccc(N2CCCC2)c(C(=O)Nc2nc(-c3ccc(F)c(F)c3)cs2)c1	-3	-9	0	-2	-10	2.2	-4	3	2
COc1cc(OC)cc(C(=O)N[C@H](C(=O)Nc2nc(-c3cc(OC)ccc3OC)cs2)C(C)C)c1	3	-15	0	0	-10	0.9	9	-13	-5
Cc1c(O)c2ccccc2oc1=O	7	3	0	-3	2	-0.6	0	-2	-2
CS(=O)(=O)c1ccc2nc(NC(=O)C3CCCCC3)sc2c1	4	1	4	-4	0	0.5	-1	-1	8
CCOC(=O)CN1C(=O)C(=O)N(Cc2c(Cl)cccc2Cl)C1=O	2	2	-3	-3	-1	-0.3	3	-2	4
CCOC(=O)CC(=O)CSc1ncnc2c1nnn2-c1ccccc1	14	1	9	-9	0	-0.2	10	-7	-1
CCC(CC)C(=O)NCCCN1CCOCC1	5	3	-3	-3	8	-3.4	8	3	6
S=C(NCCc1ccccc1)NCC(c1ccco1)N1CCCCC1 (stereo not drawn)	8	-4	0	0	3	0.4	10	6	-1
COc1ccc(CN2C(=O)c3ccccc3C2=O)cc1C(=O)N(C)CC(=O)Nc1ccc(F)cc1	0	13	.	3	.	.	2	.	2
O=S(=O)(NCc1cccnc1)c1ccc(Br)s1	-6	9	0	1	4	-0.7	-8	-1	2
O=C(CCCc1nc2ccccc2s1)NCc1ccc(F)cc1	6	-2	3	-4	-4	-0.5	-1	6	4
O=C1C=C(c2cccc(CO)c2)C[C@@H](c2ccc3c(c2)OCO3)C1	-3	0	.	3	.	.	-1	.	-3
CCOc1ccc(N(CC(=O)NC2CCCCC2)C(=O)CCC(=O)Nc2cc(C)ccn2)cc1	6	0	-2	4	0	-1.4	3	0	-1
O=C(c1ccncc1)c1ccc([N+](=O)[O-])cc1	8	-6	2	-1	-3	-0.5	-4	0	5
COc1ccc(OC)c2sc(Cl)nc12	-8	-3	5	2	2	0.1	-5	-3	2
Cc1ccc(OCC(O)Cn2c(NCCc3ccccc3)nc3c2c(=O)[nH]c(=O)n3C)cc1 (stereo not drawn)	1	-2	0	0	1	-1.3	-11	0	12
O=C(CN1CCOCC1)Nc1ccccc1C(=O)O	2	5	-3	1	5	-1.6	6	-4	3
Cc1cccc(NCCC(=O)c2ccc([N+](=O)[O-])cc2)c1C	7	4	-3	-6	1	-0.3	3	26	-2
Cc1ccc(-c2cnn(-c3ccccc3)c2N)cc1	1	8	0	-6	5	-1.8	0	-8	2
O=C(NCc1cccnc1)C1CCCN(S(=O)(=O)c2ccc(Br)cc2)C1 (stereo not drawn)	4	8	0	-4	-1	-2.3	2	19	3
COc1cc(C(=S)N2CCOCC2)cc(OC)c1OS(=O)(=O)c1ccc(Cl)cc1	3	-1	0	0	-5	1.5	6	-1	6
CCC(C)c1ccc(NC(=O)Nc2cnccn2)cc1 (stereo not drawn)	3	-22	-1	-3	-5	-1.6	2	4	6
S=C(Nc1ccc(N2CCOCC2)cc1)Nc1ccc2snnc2c1	7	-4	0	-8	1	-0.9	3	4	7
CCOC(=O)c1sc(NC(=O)CSc2ncccn2)nc1C	0	0	-1	1	-2	1.0	8	-1	-7
COc1cc2c(cc1OC)C(C(=O)Nc1cccc(C)n1)C(c1cccnc1)N(C)C2=O (stereo not drawn)	-1	2	0	0	-1	.	-5	5	0
COc1ccc(NC(=O)Cc2coc3cc(C)ccc23)cn1	1	3	-2	1	-3	0.3	-9	12	-8
CCC(C)(C)n1nnnc1C(c1cc(OC)c(OC)c(OC)c1)N1CCN(c2ccccc2)CC1 (stereo not drawn)	3	-2	2	-1	3	1.0	5	-8	4
COc1cc(OC)cc(C2C(C#N)=C(N)Oc3n[nH]c(-c4cccnc4)c32)c1 (stereo not drawn)	-4	-5	4	9	-1	0.5	-4	13	7
COc1ccc(CNC(=O)COC(=O)c2ccc3ncsc3c2)cc1OC	4	4	.	9	.	.	9	.	2
Cc1cc(C)nc(NC2=NCC(=O)N2c2ccccc2)n1	6	4	3	-6	-3	-0.9	6	4	5
CCOc1ccc(C(=O)NC(Cc2ccccc2)C(=O)OC)cc1 (stereo not drawn)	0	-4	-1	0	3	0.5	-5	6	5
NS(=O)(=O)c1ccc(NC(=O)COC(=O)c2cnccn2)cc1	-1	-3	0	3	0	1.2	-1	8	8
O=C(OCc1nnc(-c2ccccc2)o1)C1CC(=O)N(CCc2ccccc2)C1 (stereo not drawn)	0	1	.	-4	.	.	1	.	0
COc1ccccc1C(=O)N1CCN(C(=O)Cc2ccccc2)CC1	-1	8	-3	2	1	1.0	3	7	0
CN1CCN(CCCNC(=O)C2CC(=O)N(C3CCCCC3)C2)CC1 (stereo not drawn)	3	0	-3	-2	0	-1.3	4	8	9
COC(=O)c1ccc(NC(=O)c2cc(-c3ccncc3)nc3ccccc23)cc1	4	1	.	1	.	.	-1	.	2
Cc1nnc(SCc2cccc(Cl)c2)n(N)c1=O	6	5	-3	-1	-1	-0.4	0	-1	-5
Cc1ccccc1Cn1cc(NS(=O)(=O)c2cn(C)nc2C)cn1	-2	4	4	-3	0	-1.8	-4	2	-7
Continued.
SMILES	Bcl-xL primary	PME-1 primary	TPT1 inh	PAD4 FP inh	Fam108B inh	MEX-5 binding	MCL1 BIM primary	GSTO1 counter	GLD-1 TGE inh
O=C(c1[nH]ncc1-c1ccc(Cl)cc1)C1CO1 (stereo not drawn)	0	1	-5	1	2	-1.2	5	70*	-6
CN1/C(=C\C=N\O)C(C)(C)c2ccccc21	2	0	2	-11	1	2.6	-3	3	6
O=C(O)CCCNc1cc(N2CCN(C(=O)c3ccco3)CC2)c2noc3c2c1C(=O)c1ccccc1-3	135*	6	96*	-7	35*	?	157*	53*	99*
O=C(CSc1n[nH]c(-c2ccccc2)n1)c1ccccc1	4	-5	0	-2	2	0.4	4	-6	2
COC(=O)n1c(SC)nc2ccccc21	4	3	-2	-1	3	1.6	-6	3	4
Cc1ccc(-c2csc(NCCc3nc4cc(Cl)c(Cl)cc4n3CCCO)n2)cc1	0	3	0	0	5	0.3	2	3	2
COc1cccc(N(CC(=O)NC2CCCC2)C(=O)CCC(=O)Nc2cc(C)on2)c1	-2	1	1	0	0	1.1	-5	-4	1

Screens deposited in PubChem by several laboratories.
